Screening data (PubChem BioAssay)
TRPV1 agonist: HTS Assay for Compounds that Act as Agonists of the Vanilloid Receptor 1; Transient receptor potential cation channel subfamily V member 1 (Homo sapiens), Q8NER1; actives 0.19% (n = 320,000); activation, % at 8.33 µM; TRPV1-expressing cells, Fluo-8 calcium influx, agonist mode; in the data active = activation above about 80%; inconclusive = between about 30% and that limit; note: 0% is about no effect
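TRPV1-expressing cells were cultured overnight at 35.5C and loaded with Fluo-8 calcium dye for 40 to 90 min at room temperature. After a 10 s baseline, compound was added and calcium influx was read kinetically for 3 min (ex 480/em 520 nm).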
Integrin act MD: qHTS for Activators of Integrin-Mediated Alleviation for Muscular Dystrophy | Potency, µM (top dose mostly 38.3 µM), for inactives: top-dose activation, most hits filed as activators | AID 624291, 2012 | actives 0.064% (n = 350,000) | alpha7betagal myoblasts, beta-gal FDG fluorescence, 48 h;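 note: potency is the fitted concentration of half-maximal effect; 100% = response of the positive control SU9516; nearly all actives have a fitted effect of over 60% in size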
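Alpha7betagal+/- myoblasts (passage 13) were plated 16-24 hr, then exposed to compounds (1:260 dilution of DMSO stock) for 48 hours at 37C. After MPER lysis, β-galactosidase reporter activity was read as FDG fluorescence (ex 480/em 540) after 30 minutes.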
A-T KAP1 phos: qHTS Assay for Identifying a Potential Treatment of Ataxia-Telangiectasia | AID 485349, 2010 | Potency, µM (doses to about 57.5 µM), for the others: at the highest dose activation, most hits filed as activators | […] A-T fibroblasts, KAP-1 phosphorylation AlphaLISA; neocarzinostatin DNA damage 30 min before lysis | actives 0.19% (n = 320,000); note: potency is the fitted concentration of half-maximal effect; % of control where 0% means no effect; nearly all actives have a fitted effect of over 45% in size
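hTERT-immortalized A-T patient fibroblasts ([…]), 500 cells/well in OPTI-MEM, 1% FBS, got compounds for 60 min, then NCS for 30 min at 37C. Lysates were then assayed for phospho-KAP-1 by AlphaLISA (anti-pKAP1 donor, anti-KAP1 acceptor beads), 6 hr at 25C.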
p53 reactivation: qHTS assay for re-activators of p53 using a Luc reporter; H1299 p53-A138V BP100-luciferase reporter, luminescence, 24 h; Potency, µM (top dose mostly 92.2 µM), inactives show at the top dose activity change, positive = activation, actives largely listed as activators; actives 0.063% (n = 320,000); note: potency is the fitted concentration of half-maximal effect; % of control where 0% means no effect; nearly all actives have a fitted effect of over 45% in size
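H1299 (p53-null), stable ts p53-A138V + BP100-Luc; 1000 cells/well, Opti-MEM/10% FBS; cpd 4 pt, 1:5; 24 h, 37 deg C, 5% CO2; detection reagent 10 min RT; luminescence.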
TSG101-PTAP inh: qHTS Assay for Iinhibitors of HIV-1 Budding by Blocking the Interaction of PTAP/TSG101; 340,000 tested, under 10 active; Tumor susceptibility gene 101 protein (Homo sapiens), Q99816; Potency, µM (top dose mostly 115 µM), for the others: at the highest dose activity change, negative = inhibition, actives largely listed as inhibitors; Fluorescence polarization, FITC-PTAP peptide / Tsg101 binding; active = well fitted inhibition curve with a large enough effect in the main read-out, with a control signal flat, not every such curve was filed as active; inconclusive = small, poorly fitted or top-dose-only effect, or effect the other way, or a change in a side signal; inactive = no such curve, though single readings can be large or run the other way; note: potency is the fitted concentration of half-maximal effect; % of control where 0% means no effect
Target sequence (Q99816 whole entry, looked up): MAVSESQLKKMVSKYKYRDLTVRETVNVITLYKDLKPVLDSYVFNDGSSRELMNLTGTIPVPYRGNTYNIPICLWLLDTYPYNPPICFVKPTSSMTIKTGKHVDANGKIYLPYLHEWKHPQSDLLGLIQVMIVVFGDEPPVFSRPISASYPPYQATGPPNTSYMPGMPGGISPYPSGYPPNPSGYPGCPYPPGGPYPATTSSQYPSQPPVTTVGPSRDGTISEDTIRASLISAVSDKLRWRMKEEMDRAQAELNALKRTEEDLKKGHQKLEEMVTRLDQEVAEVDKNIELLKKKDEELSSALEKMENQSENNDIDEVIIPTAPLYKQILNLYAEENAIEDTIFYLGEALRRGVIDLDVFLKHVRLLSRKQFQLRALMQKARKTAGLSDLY
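Fluorescence anisotropy tracks displacement of a FITC-tagged PTAP peptide (50 nM) from the Tsg101 binding domain (10 uM), following a 20 min room-temperature incubation at pH 7.5.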
B2AR arrestin: qHTS assay of beta-arrestin-biased ligands of beta2-adrenergic receptor; beta-arrestin recruitment to beta2AR, cell-based reporter; actives 0.02% (n = 330,000); AID 492947, 2010; Beta-2 adrenergic receptor (Homo sapiens), P07550; Potency, µM (titrated, usually from 46.1 µM), for the others: top-dose activation, most hits filed as activators;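 note: potency is the fitted concentration of half-maximal effect; 0% = DMSO controls and full agonism = EC100 isoproterenol or metaproterenol; nearly all actives have a fitted effect of over 65% in size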
Target sequence (P07550 whole entry, looked up): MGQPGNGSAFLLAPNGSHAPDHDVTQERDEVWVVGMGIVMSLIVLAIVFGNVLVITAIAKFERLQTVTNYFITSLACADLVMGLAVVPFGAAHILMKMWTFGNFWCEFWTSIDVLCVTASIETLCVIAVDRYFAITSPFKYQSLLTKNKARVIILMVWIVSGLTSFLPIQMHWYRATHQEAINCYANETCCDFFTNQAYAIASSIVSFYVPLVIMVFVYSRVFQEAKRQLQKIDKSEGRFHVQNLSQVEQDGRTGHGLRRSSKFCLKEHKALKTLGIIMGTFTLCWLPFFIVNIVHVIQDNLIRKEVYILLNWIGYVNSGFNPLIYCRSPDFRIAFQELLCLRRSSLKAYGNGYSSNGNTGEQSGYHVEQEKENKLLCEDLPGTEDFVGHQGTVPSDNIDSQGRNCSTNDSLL
MLL CXXC-DNA inh: qHTS Fluorescence Polarization Assay for Inhibitors of MLL CXXC domain - DNA interaction. Histone-lysine N-methyltransferase 2A (Homo sapiens), Q03164. MLL-CXXC / FITC-HOXA9 DNA fluorescence polarization. Potency, µM (doses to about 115 µM), inactives show top-dose activity change, negative = inhibition, actives largely listed as inhibitors. actives 0.037% (n = 290,000). AID 2662, 2010; active = well fitted inhibition curve with a large enough effect in the polarisation, with a control signal flat, not every such curve was filed as active; inconclusive = small, poorly fitted or top-dose-only effect, or effect the other way, or a change in a side signal; inactive = no such curve, though single readings can be large or run the other way; the % refers to the polarisation; note: potency is the fitted concentration of half-maximal effect
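Steps: dispense CXXC domain solution (7 uM) → pin compounds or unlabeled HOX-A9 DNA control → 5 min ambient → add FLSN-HOX-A9 solution (50 nM) → spin → 30 min ambient → fluorescence polarization. Tris pH 7.5/NaCl/DTT/BSA buffer.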
TCR activator: Activators of T cell receptors: qHTS campaign. primary human leukocytes, anti-CD3, IL-2 HTRF, 48 h. Potency, µM (top dose mostly 9.22 µM), inactives show at the highest dose activation of IL-2 secretion, usual class: activators. 330,000 tested, under 10 active. AID 504894, 2011; note: % of control where 0% means no effect
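IL-2 release read by HTRF sandwich (Eu cryptate donor, d2 acceptor, 665 nm emission) after 48 hr exposure of primary human leukocytes to compound together with anti-CD3 beads in the absence of co-stimulatory signals.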
BRCA1 expr up: qHTS Assay to Identify Small Molecule Activators of BRCA1 Expression; MCF7-BRCA1-FFLuc reporter, luminescence, 48 h; response scale: scaled: vehicle 0%, 10 µM genistein 100%; Potency, µM (highest dose often 46.1 µM), inactives show at the top dose activation, usual class: activators; actives 1.1% (n = 380,000); AID 624202, 2012; note: potency is the fitted concentration of half-maximal effect; nearly all actives have a fitted effect of over 80% in size; some results filed as inactive show a strong effect at the top dose
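Quantitative HTS in MCF7 cells stably reporting BRCA1 expression via firefly luciferase. Compound treatment lasts 48 h at 37 °C in phenol-red free MEM. Activation is expressed relative to genistein at 10 microM and DMSO.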
ELG1 DNA repair: qHTS screen for small molecules that inhibit ELG1-dependent DNA repair in human embryonic kidney (HEK293T) cells expressing luciferase-tagged ELG1; AID 504467, 2011; HEK293T ELG1-luciferase reporter, luminescence, 16 h; DNA damage induced by 5-fluorouridine; Potency, µM (titrated, usually from 46.1 µM), without a hit: at the highest dose activity change, negative = inhibition, usual class: inhibitors; actives 2.3% (n = 330,000); note: potency is the fitted concentration of half-maximal effect; % is set by controls: 0 for no effect and ±100 for the full control effect; nearly all actives have a fitted effect of over 55% in size
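DMSO vehicle served as the neutral condition. Each well held 2,000 cells given 5-fluorouridine plus compound; after 16 hr at 37 °C/5% CO2, ONE-Glo was added and luciferase measured 30 min later.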
An asterisk follows results filed as active; ? = inconclusive; / = not tested or not shown; [ ] = dose if it differs, or a comment. Unless noted, calls come from the whole dose curve; as a rule, active = well fitted curve in the direction sought with a large enough effect; inconclusive = small, poorly fitted or top-dose-only effect, or another doubt; inactive = no such curve, though single readings can be large; an effect the other way counts as inactive or inconclusive.

no. | SMILES | TRPV1 agonist | Integrin act MD | A-T KAP1 phos | p53 reactivation | TSG101-PTAP inh | B2AR arrestin | MLL CXXC-DNA inh | TCR activator | BRCA1 expr up | ELG1 DNA repair
1 | CC(C)C(=O)c1ccc(O)c(O)c1 | 0 | 8% | -4% | 2% | -2% | -1.0% | -8% | 4% | 4% | -1%
2 | COc1ccc(Nc2cc(Nc3ccc(OC)cc3)ncn2)cc1 | 0 | 0% | -5% | -1% | 0% | -0.6% | -3% | -6% | -12% | 21%
3 | Cc1ccc(CNc2nc3ccccc3n3nnnc23)cc1 | 2 | -13% | 16% | 24% | -9% | 0.0% | 28% | 4% | -4% | ?
4 | Cc1csc(SCC(=O)Nc2ccccc2[N+](=O)[O-])n1 | -1 | 4% | 1% | 6% | 1% | -0.3% | 2% | -2% | 29% | ?
5 | Cn1nnc(NC(=O)c2cccc(F)c2)n1 | 0 | 10% | -2% | 4% | 0% | -0.1% | 3% | -1% | 10% | -3%
6 | CCOc1ccc(N2CC(C(=O)NCCc3ccc(F)cc3)CC2=O)cc1 (centres undefined) | 0 | 2% | 18% | -4% | -2% | -1.0% | 2% | 10% | -4% | -15%
7 | CCN(c1ccccc1)S(=O)(=O)c1ccc(OC)c(NC(=O)CN(C)C)c1 | 1 | -36% | 1% | 0% | 1% | -0.1% | -4% | -4% | 0% | -1%
8 | Cc1ccc(Cn2c(=O)c3c(nc4n3CCCN4Cc3ccccc3)n(C)c2=O)cc1 | ? | -24% | -5% | 2% | 0% | -0.5% | -4% | -5% | -18% | -1%
9 | Cc1cccc(Nc2nnc(SCC3CCCCO3)s2)c1 (centres undefined) | ? | 3% | 3% | ? | -2% | 0.3% | -2% | 1%[46.1 µM] | ? | ?
10 | CCC(=O)N1CCN(C(=O)c2ccccc2)CC1 | 2 | / | -11% | 3% | 1% | 0.2% | -2% | -7% | -11% | 8%
11 | CCC(C)N(C(=O)COC(=O)CNC(=O)c1ccccc1F)C1CCS(=O)(=O)C1 (centres undefined) | -2 | 8% | -2% | -1% | 0% | -0.5% | 9% | 0% | 6% | -10%
12 | O=C(NCCCN1CCOCC1)c1nn(-c2ccccc2)c(=O)c2ccccc12 | 0 | -28% | -6% | 14% | -3% | 0.0% | / | / | -7% | 9%
13 | CCN(C(=O)COC(=O)CCc1c[nH]c2ccccc12)c1c(N)n(Cc2ccccc2)c(=O)[nH]c1=O | -3 | -28% | 1% | 1% | 0% | 0.5% | / | 2% | -1% | 17%
14 | Cc1ccc(C)c(N2CN(CCC3=CCCCC3)CNC2=S)c1 | 11 | -27% | -2% | -1% | 4% | 0.7% | -15% | 3% | -21% | 0%
15 | CCc1nc(SCC(=O)Nc2ccc(N(CC)CC)cc2)n[nH]1 | / | 8% | / | / | 0% | / | / | -3% | -2% | /
16 | CCOc1ccccc1N=Cc1c(O)c2ccccc2oc1=O | ? | 10% | -6% | / | -2% | -0.4% | -12% | 6% | -13% | 7%
17 | COC(=O)C1=CN(Cc2ccc(C)cc2)C=C(C(=O)OC)C1c1cc(OC)c(OC)c(OC)c1 | 25 | -3% | 8% | / | 1% | 0.3% | 3% | 0% | -37% | 0%
18 | CCn1c(=S)sc2nc(C)sc21 | / | -11% | / | / | -12% | / | / | 1% | 0% | /
19 | Cc1ccc(NC(=O)Nc2cc(Cl)ccc2C2COC(=O)C2=N)cc1 (centres undefined) | -1 | 7% | 1% | -4% | 0% | 0.2% | -10% | 3% | -32% | 19%
20 | CC1(C)CC2(CCO1)CNC(=O)O2 (centres undefined) | 3 | 4%[7.66 µM] | 1% | 2% | -5% | -0.4% | -9% | -2% | 2% | 7%
21 | COC(=O)c1ccc(/C=C/c2c(-c3ccsc3)oc3ccc(N4CCOCC4)cc23)cc1 | 4 | 30% | 30% | / | / | -1.1% | 9% | 0% | 0% | -2%
22 | Cc1c(C#N)c(NC(=O)CCl)n(Cc2ccc(F)cc2)c1C | -7 | -54%[inhibitor] | 3% | -12% | -8% | 0.1% | 6% | 1% | -72% | ?
23 | Cc1nn(-c2ccccc2)c(C)c1/C=C/C(=O)OCC(=O)Nc1ncc(Cl)cc1Cl | 1 | 9% | 3% | 2% | -10% | 7.8% | -2% | ? | -4% | -27%
24 | CSc1cccc(CN2CCCC(C(=O)Nc3cccc(-n4cccn4)c3)C2)c1 (centres undefined) | -1 | -14% | -10% | 3% | -3% | -0.9% | ? | -4% | -21% | 30%
25 | O=C(COC(=O)c1cccs1)Nc1cccc(S(=O)(=O)N2CCCCC2)c1 | / | 13% | 8% | -5% | -3% | -0.2% | / | 4% | -12% | 2%
26 | CCN(CC)S(=O)(=O)c1cccc(C(=O)OC2CC(C)OC2=O)c1 (centres undefined) | 2 | 20% | -2% | -1% | -8% | -0.4% | -4% | 0% | 0% | 1%
27 | C=CCN(CC=C)CC(O)Cn1c2ccccc2c2ccccc21 (centres undefined) | 12 | -26% | 7% | -3% | -11% | -0.2% | 8% | -4% | -36% | ?
28 | Cc1cc(NC(=O)CS(=O)(=O)c2ccc(Cl)cc2)no1 | 1 | 27% | -1% | -1% | 0% | -0.6% | 0% | -1% | 23% | 0%
29 | COc1ccc(Nc2ncnc3c2oc2ccccc23)cc1 | 93* | 13% | -2% | 52% | 1% | 0.0% | -2% | -6% | ? | ?
30 | Cn1c2c(c(=O)n(C)c1=O)CN(Cc1ccco1)CN2 | -2 | 10% | 4% | 6% | -3% | -1.0% | -4% | -2% | -17% | 2%

Sorted by the number under TSG101-PTAP inh (largest number first): some entries from above.
# | SMILES | TRPV1 agonist | Integrin act MD | p53 reactivation | TSG101-PTAP inh | B2AR arrestin | MLL CXXC-DNA inh | TCR activator | BRCA1 expr up
29 | COc1ccc(Nc2ncnc3c2oc2ccccc23)cc1 | 93* | 13% | 52% | 1% | 0.0% | -2% | -6% | ?
2 | COc1ccc(Nc2cc(Nc3ccc(OC)cc3)ncn2)cc1 | 0 | 0% | -1% | 0% | -0.6% | -3% | -6% | -12%
16 | CCOc1ccccc1N=Cc1c(O)c2ccccc2oc1=O | ? | 10% | / | -2% | -0.4% | -12% | 6% | -13%
22 | Cc1c(C#N)c(NC(=O)CCl)n(Cc2ccc(F)cc2)c1C | -7 | -54%[inhibitor] | -12% | -8% | 0.1% | 6% | 1% | -72%

Next section.
no. | SMILES | TRPV1 agonist | Integrin act MD | A-T KAP1 phos | p53 reactivation | TSG101-PTAP inh | B2AR arrestin | MLL CXXC-DNA inh | TCR activator | BRCA1 expr up | ELG1 DNA repair
31 | O=C(O)COCc1nc2ccccc2[nH]1 | 1 | -16% | 4% | 11% | -3% | -0.5% | 2% | -1% | 5% | 5%
32 | CCCN(CCC)CC(O)COc1ccc([N+](=O)[O-])cc1 (centres undefined) | -7 | -23% | -2% | 23% | -1% | 0.0% | -3% | -3% | 39% | -1%
33 | NC(=S)Nc1ccc(F)c(F)c1F | -2 | -12% | 7% | -3% | 0% | -0.7% | -1% | -1% | 0% | 2%
34 | Cc1cc(C)n(-c2cccc(Cl)c2C#N)n1 | 3 | -21% | 17% | -4% | -3% | 0.0% | 0% | -5% | 23% | -3%
35 | CC(C)(C)NC(=O)CN(C(=O)C1CSC(=O)C1)c1ccc2c(c1)OCCO2 (centres undefined) | -1 | -6%[7.66 µM] | -1% | 7% | -4% | -0.3% | -6% | 3% | 14% | 0%
36 | COc1ccc(-c2cc(C(=O)OC3CCOC3=O)c3ccccc3n2)cc1OC (centres undefined) | 12 | -20% | 0% | -1% | 0% | 0.4% | 5% | -4% | 23% | 8%
37 | CC(C)Oc1ccc(C(=O)Nc2cc(=O)n(C)c(=O)n2C)cc1 | -2 | 28% | 12% | 2% | -2% | -0.2% | 5% | 3% | 72% | ?
38 | O=C(NCc1cccc(Cl)c1)c1cccc(S(=O)(=O)N2CCCCC2)c1 | ? | -15% | 3% | 0% | -4% | -0.1% | / | -5% | 0% | -8%
39 | O=C(COC(=O)c1cccs1)Nc1cccc(S(=O)(=O)N2CCOCC2)c1 | -2 | 17% | 2% | -6% | -2% | -0.1% | 21% | 6%[46.1 µM] | 3% | -9%
40 | COc1ccccc1N(C(=O)CNC(=O)c1ccco1)C(C(=O)NCC1CCCO1)c1ccccc1 (centres undefined) | 1 | 7% | 19% | -1% | -3% | -0.4% | -1% | -9% | 10% | -1%
